CHRM4 PAM = positive allosteric modulators of human muscarinic M4 receptor; CHO-K1 hM4/Gqi5, Fluo-8 calcium fluorescence, ACh EC20; 0% = ACh EC20, 100% = maximal ACh; P08173; AID 624126; 360,000 tested, 0.4% active; activation, % at 3 µM;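 active means activation above its plate's cutoff, the mean activation of sample wells plus 3 SD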; further: some results filed as inactive read as strong as hits
Target sequence (P08173 whole entry, looked up): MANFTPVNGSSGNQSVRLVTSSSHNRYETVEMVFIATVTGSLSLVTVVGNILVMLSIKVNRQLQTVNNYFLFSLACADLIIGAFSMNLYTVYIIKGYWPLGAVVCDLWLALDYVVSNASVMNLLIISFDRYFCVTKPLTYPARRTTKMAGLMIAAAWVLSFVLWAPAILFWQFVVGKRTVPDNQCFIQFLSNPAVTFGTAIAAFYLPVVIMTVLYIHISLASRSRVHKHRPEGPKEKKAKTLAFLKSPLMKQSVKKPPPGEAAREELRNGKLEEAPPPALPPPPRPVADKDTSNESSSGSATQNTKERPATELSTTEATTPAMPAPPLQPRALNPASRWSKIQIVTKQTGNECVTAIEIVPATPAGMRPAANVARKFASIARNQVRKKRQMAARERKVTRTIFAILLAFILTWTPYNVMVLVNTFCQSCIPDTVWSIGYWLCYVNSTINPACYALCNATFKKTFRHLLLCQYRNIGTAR
CHRM5 antagonist = CHRM5 antagonism in calcium assay. inhibition, % at 3 µM. 360,000 tested, 0.59% active. CHO-hM5 cells, Fluo-8 calcium fluorescence, ACh EC80. P08912;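 active means inhibition above a per-plate cutoff, the mean of that plate's test compounds plus 3 SD, cut at about 27% in these data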;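 further: 0% = acetylcholine EC80 with DMSO and 100% = DMSO without agonist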
M1 PAM parental = counter-screen for M1 PAMs: effect in parental CHO-K1 cells. ATP EC20, Fluo-8 calcium fluorescence; 0% at ATP EC20, 100% at ATP max. activation, % at 3 µM. 360,000 tested, 0.02% active. AID 602247;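 active means activation above the run cutoff, the mean activation of all test compounds plus 3 SD, cut at about 40% in these data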;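 further: peak over basal fluorescence ratio in a 140 s read after ATP addition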
CRFR2-BP ag = CRF-BP/CRF-R2 complex agonism; HEK293 CRF-R2/CRF-BP, calcium dye fluorescence (FLIPR); percent of saturating CRF peptide response; activation, % at 13.2 µM; 350,000 tested, 0.46% active; AID 588473;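 active means activation of at least 50%, plus an integration ratio under a set limit after plate pattern correction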;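 further: plate controls were neutral control wells without compound for no effect and CRF at EC100 for full effect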
M5 ag = CHRM5 agonism in calcium assay; 360,000 tested, 0.19% active; CHO-K1 hM5 cells, Fluo-8 calcium fluorescence; 0% DMSO wells, 100% maximal acetylcholine response; activation, % at 3 µM; P08912;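 active means activation above the run's mean over test compounds plus 3 SD, cut at about 23% in these data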;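 further: signal is peak over basal fluorescence ratio across the kinetic read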
TAAR1 antagonist = antagonists of human TAAR1; CHO RD-HGA16 TAAR1, Fluo-8 calcium fluorescence, antagonist; inhibition, % at 3 µM; 360,000 tested, 1.5% active; AID 624466;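 active means inhibition above a per-plate cutoff, the mean inhibition of test compounds on that plate plus 3 SD, cut at about 49% in these data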;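 further: 0% = DMSO plus EC80 beta-PEA response and 100% = DMSO alone without agonist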
Target sequence (Q96RJ0 whole entry, looked up): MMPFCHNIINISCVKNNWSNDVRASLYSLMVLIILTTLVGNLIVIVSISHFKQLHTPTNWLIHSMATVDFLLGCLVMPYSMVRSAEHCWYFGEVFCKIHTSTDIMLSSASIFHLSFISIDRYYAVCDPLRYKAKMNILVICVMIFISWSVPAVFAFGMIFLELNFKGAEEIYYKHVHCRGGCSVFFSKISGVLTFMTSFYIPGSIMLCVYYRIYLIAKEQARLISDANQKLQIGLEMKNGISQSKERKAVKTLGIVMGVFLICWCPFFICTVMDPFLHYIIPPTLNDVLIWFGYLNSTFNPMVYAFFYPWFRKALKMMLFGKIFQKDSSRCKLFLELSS
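test system = CHO RD-HGA16 cells bearing hTAAR1 | replication = singlicate | controls = DMSO-only wells and EC80 β-PEA-stimulated wells | reagent = EC80 β-phenethylamine stimulus | read-out basis = percent inhibition of PEA-evoked calcium signal, max/basal emission ratio | schedule = seeding 17-24 h prior, 75-min 37 °C, 30-min RT dye loading | signal = kinetic Fluo-8 calcium fluorescence measurement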
CRFBP-R2 block = blocks CRF-induced signaling of the CRF-BP/CRF-R2 complex | 350,000 tested, 0.59% active | AID 588475 | inhibition, % at 11.8 µM | HEK293 CRF-R2/CRF-BP, CRF-induced calcium fluorescence;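 active means inhibition of the ligand-induced calcium signal above about 50% at the single tested concentration, limit read from the data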
M5 PAM = CHRM5 positive allosteric modulation; activation, % at 3 µM; AID 624038; CHO-K1 hM5, Fluo-8 calcium, ACh EC20 PAM; 0% = ACh EC20, 100% = ACh EC100; 360,000 tested, 0.3% active;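 active means activation above the run cutoff, the mean activation of all test compounds plus 3 SD, cut at about 18% in these data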
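System – CHO-K1 hM5 cells · Compound – 3 µM, single dose · Incubation – compound preincubation 140 s before EC20 acetylcholine addition · Technique – Fluo-8 calcium fluorescence · Measure – Max/basal fluorescence ratio as % of EC20–EC100 ACh window · Benchmarks – low control EC20 acetylcholine (0%), high control EC100 acetylcholine (100%) · Replication – singlicate, one well per test compound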
TAAR1 agonist = human TAAR1 agonism. Q96RJ0. CHO RD-HGA16 TAAR1, Fluo-8 calcium fluorescence; vehicle wells 0%, saturating PEA agonist 100%. activation, % at 3 µM. 360,000 tested, 0.99% active. AID 624467;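 active means activation above the mean activation of all test compounds in the run plus 3 SD, cut at about 38% in these data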
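System: CHO-derived RD-HGA16 cells with stable Gα16 and human TAAR1 / Times: 17-24 h plating, Fluo-8 75 min 37 °C, 30 min RT / Technique: calcium-sensitive Fluo-8 signal, excitation 470-495, emission 515-575 nm / Measure: % activation relative to PEA EC100 response / Benchmarks: DMSO and PEA EC100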
* marks the source's active call; other numbers are inactive results; nt = no result given.

SMILES	CHRM4 PAM	CHRM5 antagonist	M1 PAM parental	CRFR2-BP ag	M5 ag	TAAR1 antagonist	CRFBP-R2 block	M5 PAM	TAAR1 agonist
Cc1ccc(C(=O)Nc2c(C(=O)N3CCOCC3)cnn2-c2ccccc2)cc1	-5	1	5	-1.9	-2	5	7	-1	6
CC1CCN(C(=O)c2cc(-c3ccco3)on2)CC1	-1	-2	-25	-0.2	-7	-17	-1	-6	2
O=C(Cc1ccc(F)cc1)NCCc1ccc(F)cc1	4	-10	20	-4.4	-4	-12	15	0	1
Cc1ccnc(NC(=O)CCC2COc3ccccc3O2)c1 (stereo not drawn)	4	10	-4	0.9	1	10	-10	-2	4
Cc1ccc(S(=O)(=O)NCCC(=O)NCCc2ccccc2)cc1	10	2	20	-1.0	1	-15	5	3	2
O=C1CN(CCN2CC(=O)N(Cc3ccccc3)C(=O)C2)CC(=O)N1Cc1ccccc1	0	2	-3	6.7	1	-16	-29	-3	5
CC1CCN(C(=O)c2cccc(S(=O)(=O)N3CCCc4ccccc43)c2)CC1	-5	4	-3	-0.4	-1	-4	-4	-6	2
O=C(c1ccc(CS(=O)c2ccccc2Cl)o1)N1CCCCCC1 (stereo not drawn)	8	12	12	1.9	-4	-12	-7	-5	4
COc1cc(NC(=O)c2cccs2)ccc1NC(=O)Cc1ccccc1	-1	3	8	-15	-3	9	3	1	-1
CC(=O)Nc1cc(F)c2c(c1F)Cc1cc(F)ccc1-2	-1	-6	11	-2.3	-4	-7	19	13	2
Cc1c2c(cc3c1[nH]c1ccccc13)C=NCC2	2	14	24	-2.2	-8	5	9	-1	1
O=C(NCCCc1ccccc1)C1CCC(=O)N(Cc2ccc(Cl)cc2)C1 (stereo not drawn)	4	-7	-8	-0.4	-3	-9	16	6	0
Cn1c2cc(Br)sc2c2cnn(Cc3ccc(F)cc3F)c(=O)c21	7	0	0	3.8	2	4	-25	-3	1
Cc1nn(C)cc1S(=O)(=O)NCc1ccccc1Cl	4	8	14	-0.4	-1	-16	12	-2	0
COc1ccc(NC(=O)C2C3C=CC4(CN(Cc5cccnc5)C(=O)C24)O3)c(OC)c1 (stereo not drawn)	3	-7	3	-1.8	-6	4	8	-4	3
CCOC(=O)N1CCN(C(=O)CSc2nc(=O)n3cc(C)ccc3n2)CC1	7	-7	7	-1.6	-4	-5	8	2	1
O=C(Nc1ccc(F)c(Cl)c1)C1CCCN(C2=NS(=O)(=O)c3ccccc32)C1 (stereo not drawn)	24*	-10	-1	-0.4	0	-1	-6	13	8
Cc1ccc(NC(=O)C2C3/C=C\CCCCC32)cc1C (stereo not drawn)	-4	4	18	-1.4	0	6	5	-1	2
CNC(=S)N(C)c1ccccc1	13	-1	12	-1.2	-2	-8	11	-4	0
Cc1ccc2[nH]c(C(=O)N3CCC(C(N)=O)CC3)cc2c1	-2	6	18	-3.6	3	1	-3	0	4
CC(C)N(C(=O)Cn1cc(S(=O)(=O)CC(=O)NCc2ccc(F)cc2)c2ccccc21)C(C)C	-4	10	9	-1.1	-3	1	-1	-4	2
CN(C(=O)COC(=O)c1cccs1)c1ccccc1	0	6	-10	1.6	2	-14	-2	-3	2
COc1ccc(/C=C2/SC(=S)N(CCCC(=O)N3CCN(C)CC3)C2=O)cc1	-3	11	1	-0.6	-1	0	-1	-7	4
Cc1ccc(OCc2cc(C(=O)NCCc3cccnc3)no2)cc1C	-4	8	-6	-2.4	-3	-9	1	-6	15
CN(C)/C=C/C(=O)c1nnn(C2CCCCC2)c1NC1CCCCC1	3	-7	11	0.0	-1	-13	-51	11	2
SMILES	CHRM4 PAM	CHRM5 antagonist	M1 PAM parental	CRFR2-BP ag	M5 ag	TAAR1 antagonist	CRFBP-R2 block	M5 PAM	TAAR1 agonist
CC1CCCN(CCOc2ccc(Br)cc2)C1 (stereo not drawn)	12	4	19	0.1	-3	-15	10	-1	14
Cc1cc(C(=O)OCC(=O)N2CCc3ccccc32)ccc1[N+](=O)[O-]	4	19	3	2.6	-2	7	-10	-2	2
NC(=O)CC[C@H](NC(=O)c1ccc(F)cc1)C(=O)OCC(=O)NCc1ccc(F)cc1	-3	3	10	1.2	-1	-11	2	-2	1
COc1cc(/C=C\C(=O)O)cc(S(=O)(=O)N2CCCCCC2)c1OC	-1	12	3	-0.2	-3	-13	1	-4	0
COc1cccc(C(=O)NCC(=O)N/N=C(C)\C=C\c2ccccc2)c1	6	-7	12	0.5	0	16	7	5	0
CSc1cccc(NC(=O)C2(S(=O)(=O)c3ccc(C)cc3)CC2)c1	5	14	25	-6.6	-5	-10	26	-8	-3
COc1ccc(NC(=O)COC(C)=O)cc1Cl	2	-3	12	3.6	-1	-2	11	-6	6
O=C(O)/C=C/C(=O)NCCc1ccc(Cl)cc1	-3	18	-17	1.6	1	44	-21	-9	76*
COc1ccc(CCN(C)C(=O)COC(=O)/C=C/c2ccc(C)o2)cc1OC	8	4	8	1.5	3	3	-2	-5	0
COc1ccc(C(CNC(=O)c2oc3ccc(Cl)cc3c2C)N2CCCCC2)cc1 (stereo not drawn)	-5	9	-4	-1.9	-6	-33	-10	-5	0
C#CCOc1coc(COC(=O)c2ccccc2)cc1=O	0	4	29	-0.1	-3	-22	8	6	2
C=CCNC(=S)NNc1nc2c(c(=O)[nH]1)C1(CCCCC1)Cc1ccccc1-2	-4	-6	-14	-0.9	4	1	-32	9	7
Cc1nc(-c2ccc(S(=O)(=O)Nc3ccc(Br)cc3F)cc2)co1	-2	1	12	-1.1	-2	3	-11	-4	2
CC(C)(C)c1cc(NC(=O)CSc2nnc(N)s2)n(-c2ccccc2)n1	-7	7	3	-1.5	-2	2	-6	-2	4
Cc1noc(C)c1NC(=O)N(C)C[C@H]1OCc2cnnn2CCCC(=O)N([C@H](C)CO)C[C@@H]1C	-2	0	-15	-0.6	1	-6	-7	-2	0
Cc1ccc(OCCOCCOc2ccc(Br)cc2/C=N\NC(=O)c2ccncc2)cc1	-6	2	5	0.3	-2	9	13	-5	2
CC(=O)Oc1ccc(C(=O)Nc2cccc(-c3nnc(-c4ccco4)o3)c2)cc1	-4	3	7	0.3	4	35	-8	0	18
CCNc1nc(SCC(=O)Nc2ccc(Cl)c(Cl)c2)nc(N(C)C)n1	-4	16	7	-1.0	7	-16	-4	-6	0
O=S(=O)(c1ccc(Cl)cc1)N1CCCC1c1nc2ccccc2s1 (stereo not drawn)	2	4	14	5.8	-5	2	-18	-4	5
CCSc1nnc2ccc(-c3cccs3)nn12	13	7	1	-0.2	-3	-13	-5	0	3
CSC(SC)=C(C#N)C(=O)c1ccccc1	1	0	17	0.2	3	-45	-7	12	1
CCOc1ccc(CCNC(=O)c2cccc3c2C(=O)N(CCOC)C3)cc1OCC	-6	12	-4	-0.7	-2	5	-12	-9	0
OC(CN1CCCCC1)CN(c1ccccc1)c1ccccc1 (stereo not drawn)	-16	8	-5	8.7	-11	-1	8	-27	3
CCOP(=O)(OCC)C(O)c1cc(OC)c(OC)c(OC)c1 (stereo not drawn)	2	-9	13	5.2	3	-1	11	0	2
CCN(CC)S(=O)(=O)c1ccc(NC2=NS(=O)(=O)c3ccccc32)cc1	-15	10	5	-0.7	-2	9	-7	-7	7
SMILES	CHRM4 PAM	CHRM5 antagonist	M1 PAM parental	CRFR2-BP ag	M5 ag	TAAR1 antagonist	CRFBP-R2 block	M5 PAM	TAAR1 agonist
CCc1nnc(NC(=O)Cc2ccc(OC)cc2)s1	13	-7	12	-1.0	1	-10	-24	0	31
CCC(CC)C(=O)Nc1ccccc1NC(C)=O	10	-1	-5	1.2	1	1	-4	0	8
O=C(OCC(=O)N1CCN(C(=O)c2ccco2)CC1)c1c(Cl)cccc1Cl	3	19	-11	-1.0	-1	-18	5	-10	1
O=S(=O)(NCC1CCCO1)c1ccc(S(=O)(=O)N2CCc3ccccc3C2)cc1 (stereo not drawn)	0	0	17	-3.5	3	-22	-11	2	6
COc1cc2c(C(=O)NCc3ccc4c(c3)OCO4)cn(C)c(=O)c2cc1OC	2	0	8	-2.3	0	-6	-3	1	15
COc1cccc(NC(=O)NC(=O)c2c(C)cc(Cl)nc2Cl)c1	1	-11	18	0.2	-4	-16	-18	12	7
CCC(=O)Nc1cccc(NC(=O)CSc2nnnn2C2CCCC2)c1	-1	-1	-4	-1.2	5	9	-15	-2	2
Cc1cc(C)cc(NS(=O)(=O)c2ccc3oc(=O)ccc3c2)c1	-18	9	12	-8.0	-7	-4	-39	-13	12
COc1ccc(CNCc2ccccc2C(F)(F)F)cc1	-1	-1	-5	-0.4	-4	-12	-1	-1	2
CCCc1nnc(NC(=O)C(=O)NCCN(C)C)s1	4	12	22	-1.1	-3	-16	0	6	3
CC(=O)c1ccc(NC(=O)CNCC(c2ccccc2)N(C)C)cc1 (stereo not drawn)	-3	2	-11	1.1	-4	-15	15	0	2
O=C(NC1CC1)C1CCN(C2CCN(C(=O)CCOc3ccccc3)CC2)CC1	0	8	3	-1.1	-3	1	9	-4	0
COCc1cccc(C2=CC(=O)C[C@H](c3ccc(F)cc3)C2)c1	-5	13	13	0.5	0	15	3	-12	7
COc1cccc(Cn2c3ccc(NC(=O)CCc4ccc(F)cc4)cc3c(=O)n2C)c1	-2	9	1	nt	2	-2	nt	-5	8
Cn1c(=O)c2c(ncn2CCCC(=N)N2CCOCC2)n(C)c1=O	-7	11	7	-1.3	2	-22	-11	-9	1
CCn1ncc(C2=NOC(C(=O)NCCc3ccccc3)C2)c1C (stereo not drawn)	-4	8	7	-1.0	1	43	-13	-13	61*
O=C(NCCc1ccccc1)C(=O)Nc1ccc([N+](=O)[O-])cc1	3	-2	18	0.0	-2	4	-16	3	5
C/C(=N\Nc1ccccc1[N+](=O)[O-])c1ccc(N2CCOCC2)cc1	2	1	13	1.7	0	-3	-7	1	2
Cc1nc(NCc2ccccn2)c2ccccc2n1	-5	5	5	0.8	9	-5	-5	-10	13
NC(=O)CSc1nnc(Cn2cnc3ccccc32)o1	7	11	15	0.4	3	-3	20	1	3

Ordered by SMILES length (smallest number first): five of the compounds above.
SMILES	CHRM4 PAM	CHRM5 antagonist	M1 PAM parental	CRFR2-BP ag	M5 ag	TAAR1 antagonist	CRFBP-R2 block	M5 PAM	TAAR1 agonist
CCC(CC)C(=O)Nc1ccccc1NC(C)=O	10	-1	-5	1.2	1	1	-4	0	8
Cc1cc(C)cc(NS(=O)(=O)c2ccc3oc(=O)ccc3c2)c1	-18	9	12	-8.0	-7	-4	-39	-13	12
COCc1cccc(C2=CC(=O)C[C@H](c3ccc(F)cc3)C2)c1	-5	13	13	0.5	0	15	3	-12	7
C/C(=N\Nc1ccccc1[N+](=O)[O-])c1ccc(N2CCOCC2)cc1	2	1	13	1.7	0	-3	-7	1	2
O=C(OCC(=O)N1CCN(C(=O)c2ccco2)CC1)c1c(Cl)cccc1Cl	3	19	-11	-1.0	-1	-18	5	-10	1

Source: PubChem (several laboratories)
